# Screening results as filed in PubChem.
# Bim-Bfl-1: disrupts Bim binding to human Bfl-1; Q16548; Bead-based flow cytometry, Bim-Bfl-1 binding inhibition; inhibition, % at 10 µM; 190,000 tested, 0.12% active; AID 1008;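 also: 0% = wells without compound plus tracer and 100% = blocker peptide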
# Bcl-W Bim block: inhibitors of Bim-Bcl-W interaction, human; AID 952; inhibition, % at 10 µM; 190,000 tested, 0.02% active; bead-based flow cytometry, Bim peptide-Bcl-W binding;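 also: 0% = bound tracer without compound and 100% = peptide blocker; higher means less fluorescent Bim peptide bound to Bcl-W beads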
# Target sequence (Q92843 whole entry, looked up): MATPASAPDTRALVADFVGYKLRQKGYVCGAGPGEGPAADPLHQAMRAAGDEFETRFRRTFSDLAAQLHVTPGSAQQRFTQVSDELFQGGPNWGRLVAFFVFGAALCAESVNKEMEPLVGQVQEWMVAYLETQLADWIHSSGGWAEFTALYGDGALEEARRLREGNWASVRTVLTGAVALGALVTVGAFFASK
# ABCG2 block: human ABCG2 inhibition, ABCB1 as counter-screen; Q9UNQ0; IgMXP3 cells, JC-1 efflux, flow cytometry; inhibition, % at 6.6 µM; 190,000 tested, 0.1% active; AID 1325;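 active = inhibition above 80%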;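 also: 0% = DMSO and 100% = nicardipine control wells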
#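 Incubation: cells with compound and JC-1, 10 min at 25 °C, rotating, no wash / Test system: IgMXP3 (ABCG2) plus far-red-tagged CCRF-Adr (ABCB1) cells / Compound dosing: one concentration, 6.6 µM final / Also added: JC-1 fluorescent substrate / Evaluation: efflux inhibition in percent versus controls / Detection: flow cytometry, 530 nm JC-1 signal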
# ABCB1 block: blocks JC-1 efflux by human ABCB1 transporter | P08183 | CCRF-Adr cells, flow cytometry | inhibition, % at 6.6 µM | 190,000 tested, 0.067% active; in the data active = inhibition above about 40%;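 also: 0% = vehicle and 100% = reference inhibitor; higher value means more JC-1 retained so stronger ABCB1 efflux block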
# Bim-Bcl-XL: inhibitors of Bim-Bcl-XL interaction, human | Q07817 | Bim peptide-Bcl-XL binding, bead flow cytometry, fluorescence | inhibition, % at 10 µM | 190,000 tested, 0.04% active | AID 1007
# Target sequence (Q07817 whole entry, looked up): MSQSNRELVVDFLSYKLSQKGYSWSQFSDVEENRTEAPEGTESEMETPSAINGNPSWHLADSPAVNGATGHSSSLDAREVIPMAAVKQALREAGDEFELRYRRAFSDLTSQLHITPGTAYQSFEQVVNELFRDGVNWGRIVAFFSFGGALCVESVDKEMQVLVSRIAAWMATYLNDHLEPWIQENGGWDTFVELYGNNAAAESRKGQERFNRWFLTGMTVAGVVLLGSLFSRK
# Avidin bead fluor: compound fluoresces at 488/530 nm on avidin beads; 220,000 tested, 0.38% active; fluorescence (KMESF) at 10 µM; compound fluorescence 488/530 nm, flow cytometry; hits give high values; AID 1775; in the data active = fluorescence above about 47; also: inactives centre near 10
# RGS7-Gao reg: human RGS7-Galphao interaction regulation; 220,000 tested, 0.35% active; binding response (% of control), % at 10 µM; P09471; Multiplexed bead flow cytometry, RGS7-Galphao binding; actives lie on both sides; AID 1439; in the data active = binding response below about 49% or above about 150%; inconclusive = no clear call, values can overlap the other calls; inactive = in between;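 also: fluorescent Galphao held in activated GDP-AlF4 state binding bead-coupled RGS7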
# Bcl-B Bim block: inhibitors of Bim-Bcl-B interaction, human | bead-based flow cytometry, Bim peptide-Bcl-B binding | Q9HD36 | 190,000 tested, 0.073% active | inhibition, % at 10 µM | AID 951;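 also: 0% = tracer peptide without compound and 100% = reference inhibitor peptide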
# Target sequence (Q9HD36 whole entry, looked up): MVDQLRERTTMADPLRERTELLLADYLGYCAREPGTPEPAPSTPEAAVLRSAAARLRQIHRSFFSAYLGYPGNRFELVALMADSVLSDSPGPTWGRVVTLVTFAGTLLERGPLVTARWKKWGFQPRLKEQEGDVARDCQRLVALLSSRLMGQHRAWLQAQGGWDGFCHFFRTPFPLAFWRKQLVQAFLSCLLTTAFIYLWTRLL
# Bim-Bcl-2: disrupts Bim peptide binding to human Bcl-2 | P10415 | Bead-based flow cytometry, Bim peptide-Bcl-2 binding | inhibition, % at 10 µM | 190,000 tested, 0.06% active | AID 950; in the data active = inhibition above about 40%; inconclusive = no clear call, values can overlap the other calls;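 also: 0% = no compound wells with probe peptide and 100% = reference peptide inhibitor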
# Target sequence (P10415 whole entry, looked up): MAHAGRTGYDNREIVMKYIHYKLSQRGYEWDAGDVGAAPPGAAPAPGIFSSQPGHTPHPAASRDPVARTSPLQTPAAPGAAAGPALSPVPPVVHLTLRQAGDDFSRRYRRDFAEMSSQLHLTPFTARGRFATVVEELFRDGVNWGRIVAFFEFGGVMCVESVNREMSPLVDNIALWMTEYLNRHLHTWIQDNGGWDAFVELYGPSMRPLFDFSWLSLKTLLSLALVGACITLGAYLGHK
# GSH bead fluor: compound fluoresces at 488/530 nm on GSH beads; GSH beads flow cytometry, compound fluorescence 488/530 nm; hits give high values; 190,000 tested, 0.25% active; fluorescence (KMESF) at 10 µM; in the data active = fluorescence above about 89;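 also: glutathione beads carrying GST-tagged Bcl family fusion proteins plus one bare bead set; values are compound well signal with DMSO vehicle wells as background; inactives centre near 16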
# RGS4-Gao reg: modulates binding of RGS4 to human Galphao; P09471; Multiplexed bead flow cytometry; actives lie on both sides; binding response (% of control), % at 10 µM; 220,000 tested, 0.33% active; AID 1415; in the data active = binding response below about 49% or above about 150%; inactive = in between;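 also: fluorescent Galphao activated with aluminum fluoride binding bead-coupled RGS4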
# Numbers without * were called inactive; ? = inconclusive; · = no result given. Rule as the data show it, unless noted: active = inhibition above about 40%.
# Sample of the layout, 2 compounds:
1. CCSc1nc2c(c(=O)[nH]c(=O)n2C)n1CC(O)COc1ccccc1C (stereo unspecified)
2. CCn1nnc(NC(=O)c2cccnc2Cl)n1
screen / no.,1,2
Bim-Bfl-1,0,-12
Bcl-W Bim block,0,2
ABCG2 block,4,0
ABCB1 block,1.4,0.1
Bim-Bcl-XL,1,-13
Avidin bead fluor,39,9
RGS7-Gao reg,107,99
Bcl-B Bim block,1,-2
Bim-Bcl-2,2,-2
GSH bead fluor,17,259*
RGS4-Gao reg,103,98

# This part in full (from the top)
1. CCSc1nc2c(c(=O)[nH]c(=O)n2C)n1CC(O)COc1ccccc1C (stereo unspecified)
2. CCn1nnc(NC(=O)c2cccnc2Cl)n1
3. Cc1ccc(S(=O)(=O)NC(C(=O)O)c2ccccc2)cc1 (stereo unspecified)
4. O=C(CCS(=O)(=O)Cc1ccccc1)Nc1nc2c(s1)CCCC2
5. Cc1ccccc1C(=O)NC(C(=O)Nc1nc2c(s1)CCCC2)C(C)C (stereo unspecified)
6. Cc1cccc2[nH]c(CN(C)C(=O)CC3C(=O)NCCN3CC(C)(C)C)nc12 (stereo unspecified)
7. CSc1ccc(S(=O)(=O)Nc2ccc3c4c(cccc24)CC3)cc1
8. CC(c1ccccc1)N1CC(C(=O)N2CCN(c3ccccc3)CC2)CC1=O (stereo unspecified)
screen / no.,1,2,3,4,5,6,7,8
Bim-Bfl-1,0,-12,-7,-16,-8,-2,-2,-9
Bcl-W Bim block,0,2,-2,0,-6,0,-4,-2
ABCG2 block,4,0,3,2,3,11,0,3
ABCB1 block,1.4,0.1,1.3,0.2,1.4,2.1,-0.1,1.0
Bim-Bcl-XL,1,-13,-2,-4,-9,-4,-2,-6
Avidin bead fluor,39,9,10,13,9,8,36,6
RGS7-Gao reg,107,99,100,102,99,106,103,90
Bcl-B Bim block,1,-2,-3,-8,-5,0,-3,-7
Bim-Bcl-2,2,-2,-3,-15,-10,0,-4,-9
GSH bead fluor,17,259*,22,8,10,10,21,21
RGS4-Gao reg,103,98,99,104,102,105,102,95

9. CCOC(=O)C1CCN(C(=O)CN(c2cccc(C(F)(F)F)c2)S(C)(=O)=O)CC1
10. Cc1c(C#N)c2ncn(CC#N)c(=O)c2n1-c1ccccc1
11. CNC(=S)N1CCN(c2ccc(OC)cc2)CC1
12. Cc1ccc(S(=O)(=O)NNC(=O)C(O)(c2ccccc2)c2ccccc2)cc1
13. CCOC(=O)c1ccccc1NC(=O)c1c(O)c2ccccc2n(CC)c1=O
14. Cc1ccc(S(=O)(=O)N(C)C)cc1NC(=O)c1ccccc1Br
15. CCn1c(C(O)c2ccc3c(c2)OCO3)nc2ccccc21 (stereo unspecified)
16. Cc1csc(NC(=O)CSc2nnc(-c3cccs3)n2C)n1
screen / no.,9,10,11,12,13,14,15,16
Bim-Bfl-1,-13,-12,4,1,-12,-1,-17,0
Bcl-W Bim block,0,0,1,0,1,0,0,-2
ABCG2 block,7,-1,11,4,3,2,45,5
ABCB1 block,0.6,-0.2,1.1,1.3,0.2,0.3,0.1,0.4
Bim-Bcl-XL,-8,-3,3,-4,-2,-3,-9,0
Avidin bead fluor,9,14,8,11,9,11,14,6
RGS7-Gao reg,92,93,105,99,96,100,105,94
Bcl-B Bim block,-5,-6,-6,-5,-8,-1,-10,0
Bim-Bcl-2,-7,-8,4,0,-7,1,-7,-2
GSH bead fluor,17,35,14,6,39,19,32,28
RGS4-Gao reg,96,100,98,98,104,100,102,97

# An excerpt from above, limited to GSH bead fluor and ABCB1 block:
item	compound	GSH bead fluor	ABCB1 block
9	CCOC(=O)C1CCN(C(=O)CN(c2cccc(C(F)(F)F)c2)S(C)(=O)=O)CC1	17	0.6
11	CNC(=S)N1CCN(c2ccc(OC)cc2)CC1	14	1.1
15	CCn1c(C(O)c2ccc3c(c2)OCO3)nc2ccccc21 (stereo unspecified)	32	0.1
12	Cc1ccc(S(=O)(=O)NNC(=O)C(O)(c2ccccc2)c2ccccc2)cc1	6	1.3

# Additional entries.
17. COC(=O)[C@@H]1CCCN1C(=O)CCc1nnc(CCc2c[nH]c3ccccc23)o1
18. CNC(=S)NCCc1c[nH]c2ccc(OC)cc12
19. NNC(=O)c1cc2nc(-c3cccs3)cc(C(F)(F)F)n2n1
20. CCn1cc(C(=O)N2CCN(c3ccc([N+](=O)[O-])cc3)CC2)c(=O)c2ccc(C)nc21
21. O=C(NCCN1CCOCC1)c1ccc(Cl)c(S(=O)(=O)N2CCCCCC2)c1
22. O=[N+]([O-])c1ccc(N2CCNCC2)cc1NCc1cccnc1
23. Fc1ccccc1C1c2[nH]c3ccccc3c2CCN1Cc1cccn1-c1ncccn1 (stereo unspecified)
24. Cc1ccc(S(=O)(=O)NC2(C(F)(F)F)NC(=O)N(CCc3ccccc3)C2=O)cc1 (stereo unspecified)
screen / no.,17,18,19,20,21,22,23,24
Bim-Bfl-1,-4,-4,6,-5,1,0,-6,-3
Bcl-W Bim block,0,-1,1,0,1,0,-2,0
ABCG2 block,15,6,0,0,0,4,5,1
ABCB1 block,-0.8,0.1,-1.1,1.9,-0.2,0.5,3.8,0.0
Bim-Bcl-XL,0,-3,1,-2,1,-4,-3,-1
Avidin bead fluor,9,12,11,12,13,6,3,8
RGS7-Gao reg,101,?,?,97,94,101,89,96
Bcl-B Bim block,-3,-7,4,-3,1,-2,0,-4
Bim-Bcl-2,-4,-3,3,-5,3,0,-6,-1
GSH bead fluor,15,11,17,13,8,12,10,15
RGS4-Gao reg,104,102,107,100,92,99,93,103

25. Clc1ccccc1-c1ccc(/C=N/n2cnnc2)o1
26. CCOc1ccc2[nH]c(=O)c(CN(Cc3ccc(C)cc3)C(=O)N3CCCC3)cc2c1
27. CCOC(=O)C(CCC(=O)O)(CCC(C)C)c1csc(N)n1 (stereo unspecified)
28. COc1ccc2[nH]c(=O)c(CN(CC3CCCO3)C(=S)Nc3ccc(C)cc3)cc2c1 (stereo unspecified)
29. CCOC(=O)N1CCN(C(=O)c2cccc(NC(=O)c3ccco3)c2)CC1
30. COc1cccc(-c2ncc3ccccn23)c1
31. O=C(CN1C(=O)NC2NC(=O)NC21)NN=C1CCCC1 (stereo unspecified)
32. CC1CCCC(NC(=S)Nc2cccc(S(=O)(=O)N(C)C)c2)C1C (stereo unspecified)
screen / no.,25,26,27,28,29,30,31,32
Bim-Bfl-1,-10,0,0,-3,-4,3,-15,-4
Bcl-W Bim block,0,-4,-3,0,-1,-6,-3,-3
ABCG2 block,5,6,0,2,4,3,3,2
ABCB1 block,0.9,1.2,0.1,0.8,0.8,0.7,0.2,0.3
Bim-Bcl-XL,-8,-3,-5,-1,0,-11,-3,-5
Avidin bead fluor,8,35,1,43,16,14,12,22
RGS7-Gao reg,95,100,106,115,103,98,101,101
Bcl-B Bim block,-9,-2,-1,-3,-1,-11,-6,-10
Bim-Bcl-2,-7,0,-4,-2,-5,10,-8,-2
GSH bead fluor,31,15,39,10,15,23,10,15
RGS4-Gao reg,96,101,108,104,98,94,103,102

33. CC1CNc2c(cccc2S(=O)(=O)N[C@@H](CCCN=C(N)N)C(=O)N2CC[C@@H](C)C[C@@H]2C(=O)O)C1 (stereo partly specified)
34. CC(C(=O)O)N(C(=O)c1ccccc1)c1ccc(F)cc1 (stereo unspecified)
35. N#Cc1ccc(N2CCN(c3ccc(F)cc3)CC2)cc1
36. CCOC(=O)c1[nH]c2ccc(OC)cc2c1N=CN(C)C
37. CCOC(=O)c1cnn(-c2ccccc2)c1-n1cccc1C(=O)C(=O)Nc1ccc(OC)cc1
38. C=CCn1c(=O)/c(=C2/SC(C)=C(C)N2CC)s/c1=C1/C(=O)N(CC)C(=S)N1c1ccccc1
39. O=C(NC1CCCCC1)N1CCN(C(c2ccccc2)c2ccccc2)CC1
40. CCCn1nc(C(=O)Nc2nc3ccccc3[nH]2)c2ccccc2c1=O
screen / no.,33,34,35,36,37,38,39,40
Bim-Bfl-1,1,-4,-16,-7,-1,-8,-13,0
Bcl-W Bim block,0,0,-17,-4,0,-1,-1,-5
ABCG2 block,1,3,1,-7,5,6,0,20
ABCB1 block,·,0.5,0.5,-2.8,1.8,3.1,0.0,3.4
Bim-Bcl-XL,0,-1,-18,-2,-3,-3,-16,-5
Avidin bead fluor,7,10,6,6,30,9,8,9
RGS7-Gao reg,97,93,96,100,93,100,89,103
Bcl-B Bim block,0,0,-20,-4,-1,-11,-6,-9
Bim-Bcl-2,0,-5,-15,-1,-4,-11,-9,1
GSH bead fluor,65,13,32,12,8,11,55,4
RGS4-Gao reg,97,99,91,101,95,100,93,100

41. CC(CNC(=O)CCc1nnc(CCC2CCCCC2)o1)c1ccccc1 (stereo unspecified)
42. CCCCC(CC)CNC(=O)/C=C/c1ccc(F)cc1 (stereo unspecified)
43. O=C(OCC(=O)N1CCN(C(=O)c2ccco2)CC1)c1ccccc1OCc1ccc(Cl)cc1
44. Cc1cc(CC(=O)O)c(C)cc1CC(=O)O
45. O=C1c2cccc3c(N4CCCCC4)ccc(c23)C(=O)N1CCO
46. COc1ccc(-c2nc(-c3cccc(C)c3)no2)cc1OC
47. CCN(CC)CCCn1c(C)cc2c(c1=O)C(c1ccc(OC)c(OC)c1OC)C(C#N)=C(N)O2 (stereo unspecified)
48. CN1CCN(C(=S)c2ccc(Br)cc2)CC1
screen / no.,41,42,43,44,45,46,47,48
Bim-Bfl-1,-2,-1,-3,-1,-2,0,-6,2
Bcl-W Bim block,0,-2,3,2,-1,1,-4,-6
ABCG2 block,-1,5,1,3,1,10,-1,-1
ABCB1 block,2.5,0.3,-2.4,0.4,0.6,0.1,0.0,0.0
Bim-Bcl-XL,-2,-1,4,2,-2,-1,-2,-17
Avidin bead fluor,9,3,38,20,5,7,24,10
RGS7-Gao reg,104,100,144,105,100,104,95,103
Bcl-B Bim block,-1,-4,3,-2,-4,-4,-2,-34
Bim-Bcl-2,0,-5,0,0,-2,0,-3,-7
GSH bead fluor,9,6,27,16,22,18,16,12
RGS4-Gao reg,102,104,147,110,99,102,97,97

49. CCn1c(CC(=O)Nc2ccccc2F)nnc1SCC(=O)N1CCN(c2ccccc2)CC1
50. CCOc1ccccc1OCC(O)CNC (stereo unspecified)
51. O=C(Nc1cccc(Cl)c1Cl)c1ccncc1
52. O=C(NCCN1C(=O)C2C3C=CC(C3)C2C1=O)Nc1cccnc1 (stereo unspecified)
53. CNC(=O)CSc1nc2c([nH]c3ccccc32)c(=O)n1CCOC
54. C/C(CC(=O)Nc1ccccn1)=N\NC(=O)c1ccc2ccccc2c1
screen / no.,49,50,51,52,53,54
Bim-Bfl-1,0,2,-1,-9,-4,30
Bcl-W Bim block,-1,-5,-2,1,-2,18
ABCG2 block,1,1,2,1,1,0
ABCB1 block,0.3,0.5,0.2,0.6,2.3,·
Bim-Bcl-XL,0,-3,-4,-5,-3,29
Avidin bead fluor,15,10,39,10,7,14
RGS7-Gao reg,99,86,99,98,?,105
Bcl-B Bim block,-2,-3,-4,-3,-7,16
Bim-Bcl-2,-1,-1,-3,-4,-1,21
GSH bead fluor,26,27,18,20,12,5
RGS4-Gao reg,96,82,102,97,100,107
